# core dimer inh = inhibitors of HCV core protein dimerization, primary screen, biochemical, TR-FRET, high-throughput. inhibition, % at 5 µM. 300,000 compounds, 0.33% hits. TR-FRET GST/Flag-core106 dimerization, 1536-well;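 active = inhibition above the mean of all tested compounds plus 3 SD, set per screening campaign, cut at about 45% in these data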
#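 Test system: GST/Flag-tagged HCV core106 proteins; Medium: KF-containing HEPES buffer, pH 7.45, DTT, CHAPS, BSA; Times: compound-protein-antibody incubation 4 h at 22.5 °C; Detection: TR-FRET 671 and 617 nm emission; Benchmarks: wells lacking GST-core106 and wells with excess unlabelled core106.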
# PP1 inh = PP1-alpha phosphatase inhibitors, primary screen, counter-screen for PP5 inhibitor project, biochemical, fluorescence, OMFP substrate, single point. Serine/threonine-protein phosphatase PP1-alpha catalytic subunit (Homo sapiens), P62136. purified PP1alpha. inhibition, % at 6.7 µM. 320,000 compounds, 0.9% hits;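 active = inhibition above the mean inhibition of all tested compounds plus 3 SD, computed separately for each screening campaign, cut at about 15% in these data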
# Fh CTSL1 inh = Fasciola hepatica cathepsin L1 inhibitors, primary screen, counter-screen for PFM18AAP inhibitor project, biochemical, QFRET, fluorogenic peptide substrate | recombinant F. hepatica cathepsin L1, Z-Leu-Arg-MCA fluorescence | inhibition, % at 5.96 µM | 300,000 compounds, 0.49% hits | AID 1906, 2009;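 active = inhibition above the mean of all tested compounds plus 3 SD, set per screening campaign, cut at about 17% in these data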;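 also: 0% = plate median of test compound wells and 100% = 1 µM Z-Phe-Ala-diazomethylketone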
# Efflux pump mplx = inhibitors of Candida efflux pumps in yeast, primary screen, S. cerevisiae, Nile Red, multiplex; S. cerevisiae Candida pump triplex; inhibition, % at 10 µM; 330,000 compounds, 0.44% hits;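 active = plate passing quality check with inhibition over a set limit, or well fluorescence over plate mean plus 4 SD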;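 also: Nile Red retained in pooled yeast measured as flow cytometry median fluorescence; 0% = buffer negative control and 100% = Enniatin B positive control; higher means more Nile Red kept so more efflux inhibition; some compounds called inactive have numbers as strong as hits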
# LYPLA2 counter = LYPLA2 inhibitors, primary screen, counter-screen for PME1 inhibitor project, biochemical, fluorescence polarization, FP-Rh probe ABPP; Acyl-protein thioesterase 2 (Homo sapiens), O95372; recombinant LYPLA2; inhibition, % at 5.9 µM; 320,000 compounds, 0.38% hits; AID 2177, 2009;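 active = inhibition above the screen-wide mean plus 3 SD, limit set per campaign, cut at about 26% in these data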;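 also: 0% = LYPLA2 with DMSO and 100% = wells lacking LYPLA2 enzyme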
# Target sequence (O95372 whole entry, looked up): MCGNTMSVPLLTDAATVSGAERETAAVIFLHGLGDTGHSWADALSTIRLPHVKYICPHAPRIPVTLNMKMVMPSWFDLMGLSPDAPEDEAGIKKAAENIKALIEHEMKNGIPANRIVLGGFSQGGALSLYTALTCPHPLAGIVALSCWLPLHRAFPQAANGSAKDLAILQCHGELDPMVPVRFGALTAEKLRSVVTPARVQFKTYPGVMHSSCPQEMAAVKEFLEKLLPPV
# PP5 primary = PP5 phosphatase inhibitors, primary screen, biochemical, fluorescence; Serine/threonine-protein phosphatase 5 (Homo sapiens), P53041; purified PP5c, OMFP substrate fluorescence; inhibition, % at 6.7 µM; 320,000 compounds, 0.18% hits;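 active = inhibition above the campaign's mean inhibition across all tested compounds plus 3 SD, cut at about 9.5% in these data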;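 also: 0% = DMSO only and 100% = 100 µM cantharidin control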
# Target sequence (P53041 whole entry, looked up): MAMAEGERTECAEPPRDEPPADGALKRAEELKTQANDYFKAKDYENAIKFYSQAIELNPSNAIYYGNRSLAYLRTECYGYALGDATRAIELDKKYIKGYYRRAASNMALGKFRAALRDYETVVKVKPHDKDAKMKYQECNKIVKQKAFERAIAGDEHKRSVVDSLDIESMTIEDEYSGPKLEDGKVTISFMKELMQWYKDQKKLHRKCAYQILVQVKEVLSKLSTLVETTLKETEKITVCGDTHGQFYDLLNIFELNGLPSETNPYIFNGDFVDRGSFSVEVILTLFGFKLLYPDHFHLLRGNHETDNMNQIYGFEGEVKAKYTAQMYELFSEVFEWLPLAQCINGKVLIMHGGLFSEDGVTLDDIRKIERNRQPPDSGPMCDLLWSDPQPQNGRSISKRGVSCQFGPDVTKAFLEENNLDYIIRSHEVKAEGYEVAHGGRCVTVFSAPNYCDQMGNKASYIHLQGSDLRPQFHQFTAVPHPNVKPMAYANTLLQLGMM
# GASC-1 inh = inhibitors of GASC-1 histone demethylase, primary screen, biochemical, fluorescence, DELFIA europium. 330,000 compounds, 0.069% hits. GST-JMJD2C(1-420) H3K9me3 demethylation. inhibition, % at 2.35 µM. AID 2099, 2009. Lysine-specific demethylase 4C (Homo sapiens), Q9H3R0;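 active = more than half of a compound's replicate wells show inhibition beyond 50%, single wells judged on their own value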;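 also: signal counts dimethyl H3K9 product captured on neutravidin plate; 0% = median of DMSO wells and 100% = 0.3 times that DMSO median; strong numbers were not always called active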
# PREPL inh = PREPL enzyme inhibitors, primary screen, biochemical, fluorescence polarization | Prolyl endopeptidase-like (Homo sapiens), Q4J6C6 | recombinant PREPL, fluorescence polarization activity-based probe | inhibition, % at 5.96 µM | 320,000 compounds, 0.68% hits | AID 2751, 2010; in the data active = inhibition above about 43%;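 also: 0% = enzyme with DMSO and 100% = wells lacking enzyme; many of its hits are not listed in these tables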
# TPT1 inhibitor = Candida albicans TPT1 enzyme inhibitors, primary screen, biochemical, fluorescence polarization | inhibition, % at 5 µM | tRNA 2'-phosphotransferase TPT1 (Candida albicans SC5314) | recombinant caTPT1, FP RNA substrate dephosphorylation | 300,000 compounds, 0.81% hits;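 active = inhibition above the mean of all tested compounds plus 3 SD, set per screening campaign, cut at about 24% in these data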;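 also: plate controls were DMSO alone for no effect and ferristatin control at 100 nM for full effect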
# Active calls of the source: *; x = no result given; & = joins results of further samples. Only part of the results is shown; count on the stated rates, not on these rows.
SMILES	core dimer inh	PP5 primary	PP1 inh	TPT1 inhibitor	PREPL inh	LYPLA2 counter	Fh CTSL1 inh	Efflux pump mplx	GASC-1 inh
COc1cc(C2NC(=O)NC(c3ccccc3)=C2C(C)=O)ccc1OCC(=O)O (stereo not given)	0	0.5	-2	2	-11	-4	1	-0.1	8
Cc1ccc(N(CC(=O)Nc2ccccc2C(=O)NCc2ccco2)S(=O)(=O)c2ccccc2)cc1C	15	4.6	7	-2	5	-13	1	0.3	-4
O=C(CN(CCc1ccccc1)S(=O)(=O)c1ccc(Br)cc1)N/N=C/c1ccc2c(c1)OCO2	21	0.5	-6	2	-3	-7	-2	4.9	2
NC(=O)NC(=O)COC(=O)c1ccc2c(c1)C(=O)N(Cc1ccccc1)C2=O	0	-1.7	-5	-4	3	-5	-2	-0.1	12
O=C1OCCC1Sc1nnc(-c2ccco2)o1 (stereo not given)	-2	2.7	-3	-1	8	9	-3	0.1	-1
CC(=O)c1cc(F)c(N2CCN(C(=O)COc3ccc(F)cc3)CC2)cc1C	1	1.4	-3	1	-5	1	4	0.0	2
Cc1ccc(-n2nnc(-c3cnc4ccccc4c3)n2)cc1	13	-1.3	-1	-1	-2	-7	0	0.0	-4
N#C/C(=C\c1cccs1)C(=O)NCC1CCCO1 (stereo not given)	-6	1.9	2	-1	-4	13	2	0.1	4
COc1ccc(CCNC(=O)c2c(O)c3ccccc3[nH]c2=O)cc1	-10	5.2	0	-2	18	2	7	0.0	-12
COc1ccc(CNC(=O)c2ccccc2SCC(=O)N2CCCC2)cc1OC	0	-0.7	-2	0	5	-6	0	-0.1	0
COc1ccc(CCN2C(=O)CC(N3CCN(S(=O)(=O)c4ccccc4)CC3)C2=O)cc1 (stereo not given)	5	2.9	2	-1	-7	3	-2	-0.2	-11&1
COc1cc(SC)ccc1C(=O)NCCc1ccccc1	-3	3.2	2	1	-5	4	3	0.4	6
CCC(C(=O)N1CCc2ccccc2C1)n1nc(C)n2c(cc3occc32)c1=O (stereo not given)	1	1.3	4	0	7	-2	-2	0.1	5
COc1cccc(C(=O)N/N=c2\sc3ccccc3n2C)c1	1	-0.9	-5	-3	9	0	-1	0.1	0
O=C(O)CCc1ccc(-c2ccccc2)n1Cc1ccco1	14	-1.2	1	2	0	6	-1	0.0	2
Cc1ccc(S(=O)(=O)Cc2ccc(C(=O)N3CCC(C(N)=O)CC3)o2)cc1	-12	-7.0	0	-8	14	-10	-1	-0.1	-15
O=C(Nc1ccc2nc3n(c(=O)c2c1)CCCC3)c1ccc(Cl)nc1	-3	3.7	-5	-4	-8	1	0	-0.1	-4
COc1ccc(-c2ccnc3c(C(=O)O)cnn23)cc1	-5	0.5	8	-2	-8	-7	-1	0.0	0
CN(C)C1=NCC(CSC(=N)N)S1 (stereo not given)	-1	0.6	1	1	2	2	0	-0.1	6
Cc1ccc(Nc2c([N+](=O)[O-])ccc3nonc23)cc1C	6	2.5	2	-2	-6	-3	-1	0.2	-24
CNc1nc(C)nc(N/N=C/c2ccccc2)n1	-3	-2.6	-6	-1	8	3	3	-0.2	-1
COc1ccc2ccccc2c1CNC(C)c1ccccc1 (stereo not given)	0	0.9	0	-7	-4	2	-3	0.0	21
O=C(NC1CCCCC1)NC1CCN(S(=O)(=O)c2ccc3c(c2)OCCO3)CC1	0	3.8	2	1	2	3	3	-0.1	-1
CCC(CC)COC(=O)C1=C(C)NC(=O)NC1c1ccc(N(C)C)cc1 (stereo not given)	10	1.4	-1	2	-4	3	2	-0.1	11
COc1ccccc1CCNC(=O)c1cnccn1	6	2.8	7	1	18	3	-1	0.0	11
O=C(NCCCN1CCCCC1)C1(S(=O)(=O)c2ccc(Cl)cc2)CC1	-3	-1.4	-2	5	19	-5	4	0.5	1
CC(NC(=O)c1ccccc1)C(c1cccs1)N1CCOCC1 (stereo not given)	-7	-4.8	-5	-1	5	-5	5	0.0	7
CCCNC(=O)Cn1c(=O)/c(=C\c2ccc(-c3cccc([N+](=O)[O-])c3)o2)s/c1=C\C(=O)C(C)(C)C	57*	2.1	16*	50*	19	3	18*	0.3	14
Cc1ccc(/C=N/NC(=O)c2cccc(S(=O)(=O)Nc3cccc(Cl)c3)c2)o1	4	-2.8	-8	-2	-2	-12	0	0.0	0
Cc1cc(C)n(CC2CC(=O)N(c3ccccc3)C2=O)n1 (stereo not given)	5	-2.1	-2	0	-4	1	3	0.1	-5
CC(C)CNC(=O)Nc1ccccc1F	3	2.6	0	1	5	-5	-5	0.2	6
O=C(c1ccc2nc(N3CCOCC3)sc2c1)N1CCN(C(=O)c2ccco2)CC1	-7	-1.7	-1	-6	16	14	0	0.0	-1
COc1ccccc1/C=N/NC(=O)CO	0	-0.1	0	0	0	0	-4	-0.1	4
CC1CCN(S(=O)(=O)c2ccc3c(c2)CC(C)N3C(=O)C2CCC2)CC1 (stereo not given)	10	-0.2	-1	-5	20	5	4	-0.2	-2
O=C1CC(c2ccc3c(c2)OCO3)Sc2nc3ccccc3n21 (stereo not given)	-3	1.4	-1	1	-10	-6	-3	0.2	x
CCC(CC)c1nc2cc(OC)c(OC)cc2c(=O)o1	1	1.6	0	6	16	2	1	0.3	4
COC(=O)CNC(=O)c1cc(-c2ccncc2)nc2ccccc12	-8	0.0	-6	0	13	-6	4	-0.1	-21
C[C@@H]1CCC(=O)N(C[C@@H](C)CSc2ccc(Br)cc2)CC1	x	4.7	2	x	-1	8	x	-0.2	0
CCc1ccc(CN2CCCC(CNS(=O)(=O)c3ccc(OC)cc3)C2)cc1 (stereo not given)	-4	0.9	-5	1	-3	1	2	0.0	-7
COc1ccc(/C(O)=C2\C(=O)C(=O)N(c3cc(C)on3)C2c2ccccc2OC)cc1 (stereo not given)	2	1.0	5	-3	13	0	3	0.2	0
Cc1ccc(C(=O)N(CC(=O)NC2CCCC2)c2ccccc2C)s1	4	-2.2	2	0	-10	4	0	-0.1	7
CN(Cc1cnn(C)c1)C(=O)C1CCC(=O)N(Cc2cccc(F)c2)C1 (stereo not given)	1	1.8	0	-1	15	4	4	-0.1	0
CN(CC(=O)Nc1ccccc1Cl)C(=O)COC(=O)C1=COCCO1	4	-2.2	-9	12	13	-4	11	-0.1	1
CCN(CC)CCNC(=O)c1cc(-c2ccco2)nc2ccccc12	-1	1.0	-2	0	-21	-1	1	0.0	3
O=C(Nc1ccc2ccccc2c1)N1CCN(c2ncccc2C(F)(F)F)CC1	0	-0.5	-5	-8	-5	1	11	-0.1	0
Cc1oc(-c2ccc(Cl)cc2)nc1CS(=O)CC(=O)NCCCN1CCOCC1 (stereo not given)	6	-4.8	-3	1	10	1	-1	0.7	3
COc1ccccc1CNS(=O)(=O)c1ccc(NC(C)=O)cc1	4	-0.6	-1	-1	10	0	0	-0.2	2
Cc1cc(OCC(=O)Nc2ccc(CN3CCOCC3)cc2)c2c(C)c(C)c(=O)oc2c1	7	2.1	5	0	-6	30*	1	-0.7	23
Cc1ccc(S(=O)(=O)N(CC(=O)N2CCc3ccccc3C2)c2ccc(Cl)c(Cl)c2)cc1	11	0.3	2	0	-76	7	2	-0.4	4

# Full records, quoted from the list. Order of screens: core dimer inh, PP5 primary, PP1 inh, TPT1 inhibitor, PREPL inh, LYPLA2 counter, Fh CTSL1 inh, Efflux pump mplx, GASC-1 inh
# O=C(Nc1ccc2ccccc2c1)N1CCN(c2ncccc2C(F)(F)F)CC1 is listed with 0, -0.5, -5, -8, -5, 1, 11, -0.1, 0
# Cc1oc(-c2ccc(Cl)cc2)nc1CS(=O)CC(=O)NCCCN1CCOCC1 (stereo not given) is listed with 6, -4.8, -3, 1, 10, 1, -1, 0.7, 3
# CCN(CC)CCNC(=O)c1cc(-c2ccco2)nc2ccccc12 is listed with -1, 1.0, -2, 0, -21, -1, 1, 0.0, 3
# Cc1cc(OCC(=O)Nc2ccc(CN3CCOCC3)cc2)c2c(C)c(C)c(=O)oc2c1 is listed with 7, 2.1, 5, 0, -6, 30*, 1, -0.7, 23
# CN(CC(=O)Nc1ccccc1Cl)C(=O)COC(=O)C1=COCCO1 is listed with 4, -2.2, -9, 12, 13, -4, 11, -0.1, 1

# By substructure: those above containing a COOH group.
SMILES	core dimer inh	PP5 primary	PP1 inh	TPT1 inhibitor	PREPL inh	LYPLA2 counter	Fh CTSL1 inh	Efflux pump mplx	GASC-1 inh
COc1cc(C2NC(=O)NC(c3ccccc3)=C2C(C)=O)ccc1OCC(=O)O (stereo not given)	0	0.5	-2	2	-11	-4	1	-0.1	8
O=C(O)CCc1ccc(-c2ccccc2)n1Cc1ccco1	14	-1.2	1	2	0	6	-1	0.0	2
COc1ccc(-c2ccnc3c(C(=O)O)cnn23)cc1	-5	0.5	8	-2	-8	-7	-1	0.0	0
